GSH fluor: compound fluoresces at 488/530 nm on GSH beads; GSH beads flow cytometry, compound fluorescence 488/530 nm; active compounds read high; fluorescence (KMESF) at 10 µM; hit rate 0.25% among 190,000; AID 1776; in the data active = fluorescence above about 89;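 also: glutathione beads carrying GST-tagged Bcl family fusion proteins plus one bare bead set; values are compound well signal with DMSO vehicle wells as background; inactives centre near 16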
Bim-Mcl-1: disrupts Bim peptide binding to human Mcl-1. hit rate 0.1% among 190,000. Bead-based flow cytometry, Bim peptide-Mcl-1 binding. Q07820. AID 1009. inhibition, % at 10 µM; in the data active = inhibition above about 40%;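 also: 0% = no compound tracer wells and 100% = peptide blocker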
Target sequence (Q07820 whole entry, looked up): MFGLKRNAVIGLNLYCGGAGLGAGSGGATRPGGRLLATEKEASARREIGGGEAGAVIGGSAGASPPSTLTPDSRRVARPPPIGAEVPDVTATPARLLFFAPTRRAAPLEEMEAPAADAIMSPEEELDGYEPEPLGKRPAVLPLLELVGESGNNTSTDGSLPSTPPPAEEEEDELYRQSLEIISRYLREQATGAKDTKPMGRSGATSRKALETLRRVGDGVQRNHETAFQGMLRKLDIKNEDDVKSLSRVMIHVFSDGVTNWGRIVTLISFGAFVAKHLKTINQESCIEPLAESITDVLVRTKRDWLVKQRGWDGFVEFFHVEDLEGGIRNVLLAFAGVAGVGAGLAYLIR
Pf gamet viab: P. falciparum stage V gametocyte viability inhibition; inhibition, % at 10.9 µM; P. falciparum stage V gametocytes, ATP luminescence, 24 h; hit rate 0.065% among 150,000;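 active = inhibition above the mean plus 3 SD of compounds within the control limits, set per campaign, cut at about 38% in these data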;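 also: 0% = DMSO wells and 100% = medium only without gametocytes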
Avidin fluor: compound fluoresces at 488/530 nm on avidin beads | compound fluorescence 488/530 nm, flow cytometry; active compounds read high | fluorescence (KMESF) at 10 µM | hit rate 0.38% among 220,000 | AID 1775; in the data active = fluorescence above about 47; also: inactives centre near 10
RGS8-Gao: regulators of human RGS8-Galphao interaction. P09471. response (percent of control binding), % at 10 µM. hit rate 0.34% among 220,000. multiplexed bead flow cytometry, RGS8-Galphao binding; actives lie on both sides; in the data active = response below about 60% or above about 140%; inactive = in between;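 also: Galphao activated as the GDP aluminium fluoride complex binding bead-coupled RGS8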
Mcl1 Bid PPI: Mcl-1/Bid interaction inhibition; Q07820; TR-FRET Mcl-1/Bid-Dy647 peptide binding, 1536-well; inhibition, % at 21.7 µM; hit rate 0.97% among 220,000;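 active = compounds that cut the binding signal by more than half at the single screening dose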;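 also: His-tagged Mcl-1 with europium anti-His antibody binding Bid BH3 peptide; 0% = Mcl-1 plus peptide wells and 100% = peptide-only wells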
ABCG2 inh: human ABCG2 inhibition, ABCB1 as counter-screen. Q9UNQ0. IgMXP3 cells, JC-1 efflux, flow cytometry. inhibition, % at 6.6 µM. hit rate 0.1% among 190,000. AID 1325;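 active = inhibition above 80%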;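 also: 0% = DMSO and 100% = nicardipine control wells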
Target sequence (Q9UNQ0 whole entry, looked up): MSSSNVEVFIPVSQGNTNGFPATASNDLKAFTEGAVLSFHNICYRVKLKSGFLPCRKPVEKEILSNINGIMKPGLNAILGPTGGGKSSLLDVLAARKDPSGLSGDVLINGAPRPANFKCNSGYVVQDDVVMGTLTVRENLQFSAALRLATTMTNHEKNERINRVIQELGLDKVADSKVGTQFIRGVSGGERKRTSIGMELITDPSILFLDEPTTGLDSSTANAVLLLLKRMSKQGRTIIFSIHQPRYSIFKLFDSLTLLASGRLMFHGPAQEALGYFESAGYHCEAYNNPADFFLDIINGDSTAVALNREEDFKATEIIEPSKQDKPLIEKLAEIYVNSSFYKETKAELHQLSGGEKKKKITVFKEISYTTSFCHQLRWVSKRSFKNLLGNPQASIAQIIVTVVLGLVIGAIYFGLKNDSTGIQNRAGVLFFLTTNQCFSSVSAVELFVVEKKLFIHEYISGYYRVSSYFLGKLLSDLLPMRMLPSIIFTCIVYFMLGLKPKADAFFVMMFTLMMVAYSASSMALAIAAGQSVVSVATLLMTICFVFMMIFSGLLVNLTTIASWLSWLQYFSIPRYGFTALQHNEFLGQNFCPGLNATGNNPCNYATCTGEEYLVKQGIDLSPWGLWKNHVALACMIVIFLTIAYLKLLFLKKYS
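Measure – % inhibition of efflux relative to nicardipine and DMSO · Test system – ABCG2 IgMXP3 and barcoded ABCB1 CCRF-Adr cell mix · Control set – nicardipine as high control, DMSO as low control · Compound – one concentration, 6.6 µM final · Signal – flow cytometry of retained JC-1 fluorescence · Timing – 10 min exposure at 25 °C with rotation, no wash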
Mcl1 Noxa PPI: disrupts binding of human Mcl-1 to Noxa peptide; hit rate 1.5% among 220,000; Q07820; inhibition, % at 21.7 µM; TR-FRET Mcl-1/Noxa peptide binding, 2 h; AID 1022;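 active = compounds that cut the protein-peptide binding signal by more than 50% relative to plate controls in a single-dose test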;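 also: His-tagged Mcl-1 with rhodamine Noxa BH3 peptide and terbium anti-His antibody; 0% = Mcl-1 plus Noxa peptide wells and 100% = peptide-only wells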
ABCB1 block: inhibitors of human ABCB1 transporter, ABCG2 counter-screen. P08183. CCRF-Adr cells, JC-1 efflux, flow cytometry. inhibition, % at 6.6 µM. hit rate 0.067% among 190,000; in the data active = inhibition above about 40%;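 also: 0% = vehicle and 100% = reference inhibitor; higher value means more JC-1 retained so stronger ABCB1 efflux block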
RGS7-Gao reg: modulates binding of RGS7 to human Galphao. hit rate 0.35% among 220,000. binding response (% of control), % at 10 µM. Multiplexed bead flow cytometry; actives lie on both sides; in the data active = binding response below about 49% or above about 150%; inconclusive = no clear call, values can overlap the other calls; inactive = in between;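 also: fluorescent Galphao held in activated GDP-AlF4 state binding bead-coupled RGS7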
RGS4-Gao reg: modulates binding of RGS4 to human Galphao. P09471. Multiplexed bead flow cytometry; actives lie on both sides. binding response (% of control), % at 10 µM. hit rate 0.33% among 220,000; in the data active = binding response below about 49% or above about 150%; inactive = in between;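 also: fluorescent Galphao activated with aluminum fluoride binding bead-coupled RGS4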
Numbers without * were called inactive; ? = inconclusive; nt = no result given.

SMILES | GSH fluor | Bim-Mcl-1 | Pf gamet viab | Avidin fluor | RGS8-Gao | Mcl1 Bid PPI | ABCG2 inh | Mcl1 Noxa PPI | ABCB1 block | RGS7-Gao reg | RGS4-Gao reg
CC1CN(c2cc3nccnc3cc2F)CC(C)O1 (stereo not given) | 32 | -4 | nt | 19 | 101 | -13 | 4 | 9 | 0.2 | 101 | 100
CCCCC(=O)Nc1cc([N+](=O)[O-])ccc1Cl | 7 | -4 | 7 | 15 | 98 | -23 | 12 | 16 | 0.9 | 98 | 95
COC(=O)CSc1nc2c(c(-c3ccc(O)cc3)c1C#N)CCCC2 | 20 | 0 | 14 | 8 | 102 | -1 | 6 | 23 | 1.7 | 113 | 103
CCC1CCCCN1c1cc(C)nc2cc(-c3cccc(C)c3)nn12 (stereo not given) | 12 | 2 | 6 | 10 | 99 | -18 | 11 | 18 | 1.3 | 99 | 97
N=C(N)SCc1nc2ccccn2c1Br | 10 | -7 | -4 | 5 | 97 | -5 | 2 | 11 | -0.2 | 101 | 102
CCN(CC)CCNC(=O)c1[nH]c2ccc(OCc3ccccc3)cc2c1C | 13 | -2 | nt | 10 | 101 | -46 | 1 | 17 | 0.2 | 96 | 98
Cc1ccc(CNC(=O)CSc2nc3c(sc4ccccc43)c(=O)n2CCCN2CCCC2)cc1 | 17 | -1 | 2 | 8 | 95 | -3 | 5 | 5 | 1.7 | 96 | 99
N#Cc1ccc(-c2csc(NC(=O)c3ccc(N4C(=O)CCC4=O)cc3)n2)cc1 | nt | nt | -16 | 9 | 103 | 2 | nt | 10 | nt | ? | 101
Cc1ccccc1C(=O)NNC(=O)C1CCCN(c2ncccn2)C1 (stereo not given) | 57 | 3 | nt | 8 | 94 | -21 | 1 | 0 | 0.4 | 89 | 94
CCCNC(=O)Cn1cccc1C(=O)c1ccccc1 | 12 | -2 | nt | 8 | 98 | -1 | 1 | 13 | 0.3 | 98 | 98
CCOc1c(OC(C)=O)ccc(/C=C/c2ccc3cccc(OC(C)=O)c3n2)c1[N+](=O)[O-] | 16 | -3 | nt | 11 | 102 | -31 | -1 | -90 | -0.2 | 99 | 100
O=C(Nc1cccc2c1CCCC2)c1ccncc1 | 19 | -3 | 6 | 5 | 104 | -14 | 1 | 19 | 0.4 | 101 | 98
CCOC(=O)c1cnc(-n2nc(C)cc2C)nc1Nc1ccc(O)cc1 | nt | nt | -1 | 6 | 99 | -8 | nt | 3 | nt | ? | 99
Cc1ccnn1CCC(=O)N1CCCC(CCC(=O)N2CCN(c3ccccn3)CC2)C1 (stereo not given) | 11 | -1 | -11 | 3 | 101 | -47 | 0 | 5 | 0.0 | 101 | 101
Cc1cccc(C)c1N1CCN(S(=O)(=O)c2ccccc2)CC1 | 13 | -2 | -15 | 10 | 100 | -7 | 5 | -1 | 1.0 | 98 | 100
N#Cc1ccc(-n2nccc2-c2cnc3n(c2=O)CCS3)cc1 | 32 | -1 | nt | 6 | 102 | 18 | 1 | 13 | 0.5 | 100 | 107
COc1ccc(OCC(=O)Nc2ccc3c(c2)nc(CCN2CCOCC2)n3C)cc1 | 17 | -7 | 5 | 35 | 98 | -13 | 1 | 1 | 0.1 | 101 | 100
O=C(Nc1ccc(F)cc1)c1ccccc1F | 42 | 0 | -11 | 10 | 112 | -13 | 6 | 9 | -0.1 | 123 | 113
Cc1noc(C)c1COc1cccc(C(=O)N2CCN(C/C=C/c3ccccc3)CC2)c1 | 67 | 0 | nt | 9 | 103 | -7 | 1 | 1 | 1.1 | 97 | 99
CCNS(=O)(=O)c1ccc(CCC(=O)O)cc1 | 13 | 1 | nt | 11 | 92 | -23 | 2 | 10 | 0.2 | 88 | 92
N#CC(C(=O)c1ccco1)c1ccccn1 (stereo not given) | 24 | -3 | nt | 11 | 101 | -14 | 4 | 7 | 0.8 | 100 | 99
Cc1cc(C)cc(NC(=S)NCc2ccc3[nH]c4c(c3c2)CCCC4)c1 | 18 | -1 | nt | 6 | 94 | -25 | 0 | -3 | -0.5 | 94 | 92
CCN1C(=O)C(CC(=O)N2CCN(C(c3ccccc3)c3ccccc3)CC2)N(CC)C1=O (stereo not given) | 25 | -4 | nt | 7 | 97 | -47 | 0 | nt | 0.7 | 98 | 100
Cc1cc(C(=O)NNc2cc(Cl)ccc2Cl)no1 | nt | nt | -10 | 8 | 100 | -10 | nt | 12 | nt | ? | 103
CCCn1nnnc1NC(=O)CSc1ccc(Cl)cc1 | 18 | -2 | 2 | 15 | 102 | -2 | 6 | -3 | 1.1 | 104 | 104
CNc1ccc(C(O)(C(F)(F)F)C(F)(F)F)cc1C(O)(C(F)(F)F)C(F)(F)F | 33 | -5 | -5 | 12 | 100 | -9 | 8 | nt | 1.3 | 101 | 102
CC1(C)C(c2ccccc2)=[N+]([O-])C2(CCCCC2=O)N1O (stereo not given) | 21 | 0 | nt | 18 | 101 | -6 | 1 | 3 | 1.2 | 99 | 98
O=C(O)c1ccc(COc2ccc3ccccc3c2)o1 | nt | nt | 1 | 4 | 104 | -3 | nt | 18 | nt | ? | 105
COc1ccc(OC)c(NC(=O)c2cc3sccc3n2C)c1 | 23 | -1 | nt | 13 | 104 | -42 | 0 | 3 | -0.3 | 101 | 100
COc1ccc(-c2nn(-c3ccccc3F)cc2CNCCn2nc(C)cc2C)cc1 | 15 | 0 | -7 | 11 | 104 | -8 | 1 | 12 | 0.5 | 101 | 99
CCC(=O)Nc1nc(C)nc(C)c1C(C)=O | 17 | 1 | 4 | 16 | 101 | -11 | 2 | 13 | 0.9 | 100 | 99
O=S(=O)(c1cccc(S(=O)(=O)N2CCC(n3nnc4ccccc43)CC2)c1)N1CCCCC1 | 11 | -1 | nt | 10 | 97 | -10 | 4 | 15 | 2.2 | 95 | 97
N/C(=N\OC(=O)Nc1cccc(C(F)(F)F)c1)c1ccno1 | nt | nt | 1 | 7 | 103 | -20 | nt | -3 | nt | ? | 105
C=C(C)c1ccc(C(C)(C)NC(=O)N2CCN(C)CC2)cc1 | 15 | 0 | -36 | 23 | 94 | -16 | 0 | -7 | 0.0 | 106 | 83
CCC1Oc2ccc(C)cc2N(CC(=O)NCCC2=CCCCC2)C1=O (stereo not given) | 14 | -1 | nt | 20 | 99 | -23 | 0 | 4 | -0.3 | 98 | 96
CCCCCCN=C(C)c1ccccc1O | nt | nt | 19 | 9 | 101 | -7 | nt | 7 | nt | ? | 100
COC(c1ccccc1)c1nnc(CCC(=O)NCCC(C)C)o1 (stereo not given) | 16 | 2 | 1 | 10 | 101 | -9 | -2 | 9 | -1.6 | 93 | 92
Cc1cc(C)cc(Oc2ccccc2/C=N\O)c1 | 28 | 0 | nt | 6 | 97 | -8 | -4 | 2 | -3.7 | 104 | 97
CCCCn1c(-c2csc(C(C)C)c2)n[nH]c1=S | 5 | -6 | 11 | 2 | 76 | -23 | -2 | 27 | -0.7 | 100 | 99
Cn1c(Cl)c(C(=O)Nc2ccc(Cl)cc2)c2ccccc21 | 58 | nt | nt | 17 | 103 | 18 | 24 | -2 | 1.8 | 108 | 111

Pulled by structure from above, 2 records:
SMILES | GSH fluor | Bim-Mcl-1 | Pf gamet viab | Avidin fluor | RGS8-Gao | Mcl1 Bid PPI | ABCG2 inh | Mcl1 Noxa PPI | ABCB1 block | RGS7-Gao reg | RGS4-Gao reg
COC(=O)CSc1nc2c(c(-c3ccc(O)cc3)c1C#N)CCCC2 | 20 | 0 | 14 | 8 | 102 | -1 | 6 | 23 | 1.7 | 113 | 103
Cc1noc(C)c1COc1cccc(C(=O)N2CCN(C/C=C/c3ccccc3)CC2)c1 | 67 | 0 | nt | 9 | 103 | -7 | 1 | 1 | 1.1 | 97 | 99

(cont.)
SMILES | GSH fluor | Bim-Mcl-1 | Pf gamet viab | Avidin fluor | RGS8-Gao | Mcl1 Bid PPI | ABCG2 inh | Mcl1 Noxa PPI | ABCB1 block | RGS7-Gao reg | RGS4-Gao reg
COC(=O)C(C(=O)OC)c1ccc(N)cc1 | 14 | -2 | -14 | 7 | 101 | -46 | 0 | -4 | 0.5 | ? | 103
CC1(C)CC(=O)c2cn3c(nc2C1)nc1ccccc13 | 20 | 0 | nt | 10 | 81 | -3 | 0 | -10 | -0.5 | 95 | 98
CCOC(=O)Cc1csc(NS(=O)(=O)c2ccccc2)n1 | 15 | 0 | -6 | 29 | 109 | 22 | 2 | -16 | 0.5 | 95 | 95
O=C(O)c1cccnc1Br | 19 | 1 | -4 | 9 | 101 | -22 | 1 | 15 | 0.6 | 102 | 101
COc1ccc(NC2=CC(=O)CC(c3ccccc3)C2)cc1 (stereo not given) | 28 | 2 | -10 | 10 | 87 | -14 | 8 | 7 | 0.8 | 112 | 106
COc1cccc(NC(=S)N/N=C2\CC3CCC2(C)C3(C)C)c1 (stereo not given) | 14 | -1 | -24 | 8 | 100 | -93 | 0 | -31 | 0.4 | ? | 101
COc1cc(OC)cc(C(=O)NCCCN2CCOCC2)c1 | 18 | -5 | -11 | 22 | 101 | -15 | 1 | 6 | 0.1 | 101 | 101
CCOc1cc(N2CCOCC2)c(OCC)cc1NC(=O)COC(=O)c1cccc2ccccc12 | 10 | -4 | 5 | 11 | 101 | -8 | 62 | 18 | 2.4 | 96 | 100
Nn1c(SCC(=O)Nc2ccc3c(c2)OCO3)nnc1C(F)(F)F | 19 | -2 | 2 | 11 | 108 | -28 | 1 | 4 | 0.4 | 103 | 103
CC(=O)c1c(C(C)=O)c(C)n(-c2ccc(N)c(C)c2)c1C | 41 | 3 | nt | 7 | 95 | -17 | 0 | 5 | -0.1 | 92 | 89
COc1ccccc1NC(=O)CSc1nnnn1C | 17 | -3 | nt | 7 | 101 | -1 | 5 | 1 | 0.5 | 105 | 100
Nc1c(C(=O)N/N=C/c2ccccc2)cnn1-c1ccccc1 | nt | nt | -21 | 7 | 97 | -9 | nt | 12 | nt | ? | 87
Cc1nn(Cc2ccccc2)c2c1C(c1ccco1)C(C#N)=C(N)O2 (stereo not given) | 29 | -2 | 9 | 13 | 100 | -30 | 23 | 0 | 1.1 | 99 | 100
O=C(CSc1nnc(Cc2ccccc2)o1)NCCN1C(=O)CSC1=O | 32 | 1 | nt | 4 | 100 | 2 | 3 | 3 | 0.7 | 103 | 99
CCC1CCCCN1S(=O)(=O)c1ccc(S(=O)(=O)N(Cc2ccccn2)CC2CCCO2)cc1 (stereo not given) | 6 | 1 | -19 | 3 | 107 | -15 | 20 | 90* | 7.2 | 102 | 99
CCCOc1ccc(C(=O)C(CN2CCCC2)c2ccccc2)cc1 (stereo not given) | 24 | -1 | 19 | 12 | 101 | 0 | 2 | 24 | 0.8 | 99 | 104
Cc1ccccc1NNC(=O)C(=O)NNc1ccccc1C | nt | nt | -1 | 10 | 99 | 15 | nt | 25 | nt | ? | 98
COc1ccc(OC)c(C(=O)COC(=O)c2ccc(C)o2)c1 | 6 | 6 | nt | 5 | 102 | -34 | 0 | 4 | 0.1 | 97 | 101
COc1ccc(C(=O)Nc2ccc(-c3nnn(CC(=O)N4CCN(C(=O)c5ccco5)CC4)n3)cc2)cc1 | 15 | 2 | 4 | 11 | 103 | -16 | -1 | -26 | -0.5 | 100 | 103

Assay outcomes: PubChem BioAssay, several laboratories
